Compound activity from PubChem.
GPR55 antagonists: GPR55 antagonists blocking LPI-driven arrestin recruitment, primary screen, imaging, U2OS, beta-arrestin-GFP, LPI agonist (AID 2013); U2OS GPR55 beta-arrestin-GFP translocation imaging, LPI antagonism; higher % means a stronger effect; one-dose inhibition, % at 10 µM; IC50 in µM for titrated hits; actives 0.13% (n = 290,000);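 active = spots per cell inhibited over 60%, with over 100 cells counted and total cytoplasm intensity under 500,000; inconclusive = wells with under 100 cells, flagged as likely toxic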;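 also: U2OS cells stably carrying GPR55 and arrestin-GFP stimulated by 5 µM LPI near EC80; imaged beta-arrestin-GFP aggregate spots per cell after agonist stimulation; plate controls were LPI-stimulated DMSO wells for no effect and DMSO wells without LPI for full effect; some results filed as inactive read as strong as hits; confirmed hits need IC50 under 10 µM and bright autofluorescent wells are also inconclusive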
T cell HTS: modulates CD8 T cell binding to vesicles. 2C CD8+ T cell-vesicle binding, flow cytometry; active compounds read low. calls only at 7 µM. actives 0.068% (n = 330,000). AID 2052;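 active = response, share of CD8 T cells binding vesicles, and their 90th percentile fluorescence all below set limits, cut at about 80% in these data, passing the limit was not always enough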
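material = purified 2C TCR transgenic mouse naive CD8+ T cells | controls = Unloaded micro-vesicles (low), QL9 vesicles with 0.7% DMSO (high) | detection = cytometric PE anti-B7-1 and Alexa647 anti-CD8 signals after 1% paraformaldehyde fixation | incubation = binding step 1.5 h, 37 °C, antibody labelling 20 min, ice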
KOR beta-arrestin-1: KOR agonists, beta-arrestin recruitment, primary screen, cell-based, luminescence, uHTS (AID 1777) | KOR beta-arrestin recruitment, luminescence; higher % means a stronger effect | activation, % at 10 µM; hits with a dose series show EC50 in µM | actives 0.02% (n = 280,000); in the data active = activation above about 50%, passing the limit was not always enough; also: a part of the inactive calls stands beside numbers as strong as those of hits
GPR35 antagonists: GPR35 antagonists blocking zaprinast-driven arrestin recruitment, primary screen, imaging, U2OS, beta-arrestin-GFP, zaprinast agonist (AID 2058); U2OS GPR35 beta-arrestin-GFP translocation imaging, zaprinast antagonism; higher % means a stronger effect; one-dose inhibition, % at 10 µM; IC50 in µM for titrated hits; actives 0.052% (n = 290,000);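 active = inhibition of at least 50% with at least 30 cells and total cytoplasm GFP at most 10,000,000; inconclusive = under 30 cells or total GFP of 10,000,000 plus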
KOR beta-arrestin-2: kappa opioid receptor blockers – cell-based, luminescence, uHTS (AID 1778); KOR beta-arrestin recruitment, luminescence, antagonist mode; higher % means a stronger effect; one-dose inhibition, % at 10 µM; IC50 in µM for titrated hits; actives 0.091% (n = 290,000); in the data active = inhibition above about 50%; also: strong numbers were not always called active
NTR1 agonist: NTR1-driven beta-arrestin-GFP spot formation – imaging, U2OS cells, high content, primary screen (AID 493036) | activation, % at 20 µM | actives 0.17% (n = 330,000) | agonist mode;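 active = activation at or above 40% of the spot to cytoplasm intensity ratio, with at least 20 cells analyzed; inconclusive = wells under 20 cells, flagged as cytotoxic or low count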;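 also: 0% = DMSO without peptide and 100% = 100 nM NTR1 peptide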
Target sequence (P30989 whole entry, looked up): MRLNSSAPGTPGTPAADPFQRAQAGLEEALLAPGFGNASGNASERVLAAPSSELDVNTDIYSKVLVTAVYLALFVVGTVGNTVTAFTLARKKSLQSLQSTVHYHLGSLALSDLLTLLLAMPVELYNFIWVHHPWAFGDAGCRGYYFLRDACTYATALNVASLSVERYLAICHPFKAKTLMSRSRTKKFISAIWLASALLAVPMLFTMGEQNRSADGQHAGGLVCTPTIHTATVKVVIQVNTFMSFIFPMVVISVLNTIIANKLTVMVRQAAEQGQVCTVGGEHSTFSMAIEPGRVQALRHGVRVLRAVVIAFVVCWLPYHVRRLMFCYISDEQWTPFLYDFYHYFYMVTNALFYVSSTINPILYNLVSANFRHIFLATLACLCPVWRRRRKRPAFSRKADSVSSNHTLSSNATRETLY
GPR55 beta-arrestin: GPR55 agonists via beta-arrestin recruitment, primary screen, imaging, U2OS cells, beta-arrestin-GFP redistribution (AID 1961); U2OS GPR55 beta-arrestin-GFP redistribution imaging; higher % means a stronger effect; activation, % at 10 µM, or EC50 in µM where a hit was titrated; actives 0.048% (n = 290,000);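 active = activation above 40% with more than 50 cells counted in the well; inconclusive = wells holding fewer than 50 cells, flagged as toxic or sparse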;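 also: U2OS osteosarcoma cells stably expressing GPR55 and beta-arrestin-GFP; plate controls were DMSO negative control for no effect and LPI positive control for full effect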
West Nile antiviral: West Nile virus antiviral activity, cell-based, CPE readout (AID 1621); West Nile virus-infected cells, CPE inhibition; higher % means a stronger effect; actives 0.02% (n = 290,000); CPE inhibition, % at 10 µM, or IC50 in µM where a hit was titrated; in the data active = a potency from the dose series; inconclusive = CPE inhibition mostly from about 3.7% at the one dose, without a potency; inactive = the rest, 99 in 100 with CPE inhibition below about 2.2%; also: strong numbers were not always called active
Salmonella PhoP GFP: PhoP-dependent GFP reporter repression – Salmonella Typhimurium, primary screen (AID 1863). inhibition, % at 50 µM, or IC50 in µM where a hit was titrated. actives 0.16% (n = 300,000). S. Typhimurium PhoP-regulated promoter GFP reporter, 4 h; higher % means a stronger effect;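 active = inhibition over 29.93%, a cutoff 3 SD above the screen mean, later confirmed by dose response; inconclusive = inhibition over 29.93% but no dose response follow-up; inactive = inhibition at most 29.93% or unconfirmed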;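 also: 0% = low Mg2+ inducing control and 100% = high Mg2+ repressing control; strong numbers were not always called active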
T cell HTS vesicle-bound %: recorded beside T cell HTS, whose call it bears; double positive events, %; measured here: CD8+ vesicle-bound cell fraction;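 binding gate set so that unloaded-vesicle control wells show 10% double positive cells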
NTR1 agonist cell count 20 µM: recorded beside NTR1 agonist, whose call it bears; cell count; measured here: cell count, cytotoxicity flag
An asterisk follows results filed as active; i = inactive; ? = inconclusive; / = not tested or not shown; & = joins results of further samples; [ ] = remark or other dose.

Compound	GPR55 antagonists	T cell HTS	T cell HTS vesicle-bound %	KOR beta-arrestin-1	GPR35 antagonists	KOR beta-arrestin-2	NTR1 agonist	NTR1 agonist cell count 20 µM	GPR55 beta-arrestin	West Nile antiviral	Salmonella PhoP GFP
CC1(C)N=C(c2cccc(F)c2)C(=O)N1	8%	i	20	-4.8%	0%	29%	0.2	70	-0.1%	-0.4%	4%
CCN1CCc2c(sc(NC(=O)c3ccc(C(=O)c4ccccc4)cc3)c2C(N)=O)C1	22%	i	68	-5.0%	4%	17%	0.9	49	-0.2%	0.6%	-1%
COc1ccc(-c2c(C)n([O-])c3c([n+]2=O)CCCC3)cc1OC	-5%	i	55	/	-6%	-37%[20 µM]	0.6	35	0.1%	0.9%	3%
Cc1cc(CNC(=O)CC2C(=O)NCCN2CC(C)(C)C)nn1C (stereo unspecified)	9%	i	48	5.1%	6%	-16%	1.5	92	0.1%	0.4%	0%
COc1ccc(CC(=O)N/N=C/C=C/c2ccc3c(c2)OCO3)cc1OC	-3%	i	56	4.6%	14%	1%	-0.2	62	0.2%	0.2%	-1%
Cc1cc(NCCCn2ccnc2)n2nc(C)c(-c3ccc(Cl)cc3)c2n1	11%	i	1	-10%	-19%	6%	4.0	68	0.0%	1.1%	-9%
Cn1c(=O)c2c(ncn2CC(=O)N/N=C/c2c[nH]c3ccccc23)n(C)c1=O	8%	i	30	/	8%	/	-0.9	55	0.3%	0.2%	1%
CC(C)(C)/C(O)=C/c1nc2cc(Cl)ccc2oc1=O	-4%	i	56	0.7%	2%	28%	-1.0	50	0.5%	0.4%	99µM*
O=[N+]([O-])c1ccc2c(c1)nc1n2CCCCC1	-3%	i	54	0.8%	-3%	-31%	-1.6	45	0.1%	-0.2%	3%
COCCn1c(CN(C)Cc2ccccc2)nc2c1c(=O)n(C)c(=O)n2C	3%	i	56	4.9%	7%	-4%	0.7	94	-0.1%	-0.1%	6%
O=C(NNC(=O)C1[C@H]2CCCC[C@@H]12)Nc1cccc2ccccc12 (stereo partly specified)	-3%	i	46	-0.2%	3%	-12%	-0.1	58	-0.1%	-0.5%	-4%
Cc1ccc(-n2cc(CNCCCn3cccn3)c(-c3cccc(C)c3)n2)cc1	17%	i	44	-3.4%	5%	2%	14	56	0.3%	?	-2%
O=S(=O)(c1ccccc1)N1CCN(C(=S)Nc2ccc(F)cc2)CC1	8%	i	27	2.4%	-10%	-12%	1.6	51	1.0%	-0.5%	1%
Oc1[nH]c2ccccc2c1N=Nc1c(F)c(F)c(C(F)(F)F)c(F)c1F	8%	i	23	-1.7%	18%	7%	0.1	86	0.3%	-0.6%	-4%
Cc1nc2ccc(N)cc2s1	21%	i	44	-0.4%	-3%	4%	0.4	69	-0.1%	0.8%	-1%
Cc1cccc(C)c1NC(=S)/N=C/N(C)C	-7%	i	38	-2.7%	-2%	-7%[20 µM]	-0.5	40	-0.1%	0.5%	-1%
CC(C)C(=O)Nc1nnc(SCC(=O)Nc2ccc3c(c2)OCO3)s1	2%	i	63	-2.7%	8%	28%	2.5	66	-0.2%	0.3%	-16%
CSCC[C@H](NC(=O)Cc1c(C)c2cc3c4c(oc3cc2oc1=O)CCCC4)C(=O)O	-7%	i	22	0.7%	-5%	-24%	-0.7	118	0.3%	0.8%	-2%
Cc1noc(C)c1S(=O)(=O)NCCCN1CCN(Cc2ccccc2)CC1	3%	i	51	-4.2%	0%	10%	-1.1	22	-0.1%	/	-4%
Cc1ccnc(N2CCC(C(=O)NCc3ccccc3F)CC2)n1	6%	i	40	/	12%	-12%[20 µM]	-0.2	36	-0.2%	0.1%	-7%

Further compounds follow.
Compound	GPR55 antagonists	T cell HTS	T cell HTS vesicle-bound %	KOR beta-arrestin-1	GPR35 antagonists	KOR beta-arrestin-2	NTR1 agonist	NTR1 agonist cell count 20 µM	GPR55 beta-arrestin	West Nile antiviral	Salmonella PhoP GFP
CC1=NC(=O)C(N=Nc2cccc(O)c2)N1c1ccccc1 (stereo unspecified)	-5%	i	59	-6.6%	-2%	28%	5.7	64	-0.2%	0.2%	29%
CCOc1cc(C2Nc3cccc4cccc(c34)N2)ccc1O	4%	i	32	-1.7%	-1%	30%	0.3	67	8µM*	0.3%	50%
OCC1(CC2CCCCO2)CCN(Cc2nc3ccccc3[nH]2)CC1 (stereo unspecified)	1%	i	53	/	-4%	-16%[20 µM]	2.7	56	0.3%	0.2%	/
CCOc1cc(/C=C2/C(=N)N3C(=NC2=O)SN=C3S(C)(=O)=O)ccc1OS(=O)(=O)c1ccccc1	8%	i	27	-1.2%	-13%	-16%	-0.7	44	-0.1%	0.0%	-12%
CCCn1c(SCC(=O)c2[nH]c(C)c(C(C)=O)c2C)n[nH]c1=O	16%	i	36	0.1%	54%	25%	1.1	56	-0.1%	0.5%	-7%
COc1ccc(-c2cc(C(=O)Nc3ccc4c(c3)OCO4)no2)cc1OC	0%	i	38	4.1%	9%	-21%	0.3	59	-0.2%	?	6%
COc1ccc(Cc2nc3ccc(C(=O)NCC4COCCO4)cc3o2)cc1 (stereo unspecified)	13%	i	10	-3.3%	2%	-25%	-0.2	42	0.3%	-0.6%	-2%
Cc1c(Nc2cc(N3CCCC(C)C3)c3nonc3c2[N+](=O)[O-])c(=O)n(-c2ccccc2)n1C (stereo unspecified)	10%	i	61	4.3%	13%	-7%	2.8	88	0.0%	/	5%
CCn1c(Cc2ccccc2)nnc1SCC(=O)N1CCCC1=O	-8%	i	38	3.8%	-14%	5%	-0.7	57	0.2%	0.1%	-10%
CCOC(=O)c1ccc(S(=O)(=O)N2CCN(CC(O)COc3cccc(C(C)=O)c3)CC2)cc1 (stereo unspecified)	13%	i	48	-1.9%	-10%	-6%	/	/	0.0%	1.0%	13%
CC(NC(=O)c1ccc(CS(C)(=O)=O)cc1)C1CC2CCC1C2 (stereo unspecified)	-3%	i	22	-0.5%	7%	7%	0.6	36	0.2%	-0.5%	8%
CCCCn1c(CCC(=O)O)ccc1-c1cccs1	7%	i	17	-0.3%	3%	11%	4.5	66	0.2%	0.0%	8%
CC(=O)N1CCc2cc(S(=O)(=O)C(C)CC(=O)NCc3ccc(C)o3)ccc21 (stereo unspecified)	1%	i	34	-2.9%	3%	-11%	-0.4	57	0.2%	-0.1%	5%
Cc1ccc(S(=O)(=O)N2CCC(=O)N(C(COCc3ccc(C(F)(F)F)cc3)C(C)C)CC2)cc1 (stereo unspecified)	7%	i	8	-1.6%	12%	-2%	20	60	-0.3%	-0.8%	1%
CCOc1ccc(NC(=O)c2cccnc2SC)cc1	6%	i	22	-0.4%	0%	-34%	1.2	36	-0.2%	-0.5%	-14%
Cc1ccc(C(=O)Oc2coc(CSc3nnc(NC(=O)c4cccs4)s3)cc2=O)cc1	12%	i	49	-2.0%	/	12%	-1.0	53	-0.3%	0.5%	1%
Cc1cc(C)n2nc(C(=O)N/N=C/c3cn(C)nc3C)nc2n1	2%	i	38	-0.9%	-12%	32%	0.4	58	0.3%	0.1%	-3%
O=C1c2cccnc2C(=O)N1Cc1cccs1	30%	i	50	0.9%	-19%	12%	-0.7	83	-0.2%	0.4%	7%
COc1ccccc1CC(NC(C)=O)C(=O)N1CCN(C(=O)c2cccs2)CC1 (stereo unspecified)	-19%	i	57	-1.9%	1%	2%	-1.1	49	0.1%	-0.1%	7%
O=C(NNC(=O)c1cc2ccccc2cc1O)Nc1ccc(F)cc1F	9%	i	27	-2.9%	1%	-9%	0.3	61	-0.1%	0.3%	-8%

Continued.
Compound	GPR55 antagonists	T cell HTS	T cell HTS vesicle-bound %	KOR beta-arrestin-1	GPR35 antagonists	KOR beta-arrestin-2	NTR1 agonist	NTR1 agonist cell count 20 µM	GPR55 beta-arrestin	West Nile antiviral	Salmonella PhoP GFP
CCn1c2ccccc2c2cc(NC(=O)CSc3nnc(-c4cccc(OC)c4)n3N)ccc21	-11%	i	29	2.0%	-3%	-8%	12	80	0.6%	0.1%	-11%
Cc1cccnc1Nc1nc(-c2ccccc2)cs1	-2%	i	62	-0.3%	4%	2%	7.6	52	-0.2%	-0.4%	6%
CC(C)(C)c1ccc(C(=O)N2CCC(C(=O)NCc3ccncc3)CC2)cc1	-18%	i	23	2.5%	-10%	-15%	-2.3	53	0.2%	-0.3%	-6%
CC1=CC(=O)C2=C(C)CC[C@@H]3[C@H](OC(=O)[C@H]3C)[C@@H]12	0%	i	15	0.2%	10%	22%	-1.2	95	-0.1%	0.8%	11%&3%
O=C(NCCCN1CCOCC1)C1CC(=O)N(c2ccccc2)C1 (stereo unspecified)	-11%	i	18	6.6%	18%	-27%	-1.4	44	0.3%	-0.2%	3%
Cn1c(=O)c2c(nc(NCCc3ccccc3)n2CC(=O)NCCc2ccccc2)n(C)c1=O	28%	i	42	/	-12%	/	-0.1	42	0.1%	-0.4%	-9%
O=C(Nc1ccc2c(c1)CCC2)Nc1ccc(F)cc1F	-9%	i	66	1.0%	5%	-35%	-2.1	45	-0.1%	-0.3%	-3%
CC1Cc2cc(/C(O)=C3/C(=O)C(=O)N(CC4CCCO4)C3c3ccco3)ccc2O1 (stereo unspecified)	1%	i	50	8.7%	-5%	-34%	-0.7	52	-0.1%	0.4%	-11%

4 of the compounds above, with values under each structure.
Values in the order – GPR55 antagonists, T cell HTS, T cell HTS vesicle-bound %, KOR beta-arrestin-1, GPR35 antagonists, KOR beta-arrestin-2, NTR1 agonist, NTR1 agonist cell count 20 µM, GPR55 beta-arrestin, West Nile antiviral, Salmonella PhoP GFP
CC1=CC(=O)C2=C(C)CC[C@@H]3[C@H](OC(=O)[C@H]3C)[C@@H]12
    0%, i, 15, 0.2%, 10%, 22%, -1.2, 95, -0.1%, 0.8%, 11%&3%
CC(C)(C)c1ccc(C(=O)N2CCC(C(=O)NCc3ccncc3)CC2)cc1
    -18%, i, 23, 2.5%, -10%, -15%, -2.3, 53, 0.2%, -0.3%, -6%
CCn1c2ccccc2c2cc(NC(=O)CSc3nnc(-c4cccc(OC)c4)n3N)ccc21
    -11%, i, 29, 2.0%, -3%, -8%, 12, 80, 0.6%, 0.1%, -11%
Cc1cccnc1Nc1nc(-c2ccccc2)cs1
    -2%, i, 62, -0.3%, 4%, 2%, 7.6, 52, -0.2%, -0.4%, 6%
